SIAE inh – human SIAE inhibitors, primary screen, biochemical, fluorescence polarization, FP-Rh probe, 1536-well HTS; inhibition, % at 9.66 µM; AID 1053197, 2014; actives 0.69% (n = 370,000); SIAE FP-Rh probe binding; Sialate O-acetylesterase (Homo sapiens), Q9HAT2;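 active means inhibition above a cutoff: mean of compounds within the control limits plus 3 SD of those, cut at about 17% in these data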;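 further: 0% = plate median of compound wells and 100% = probe without SIAE protein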
Tn7 DDE FP – inhibitors of Tn7 peptide binding to fibrin DD(E), primary screen, biochemical, fluorescence polarization, human fibrin, Tn7 probe; FP displacement of FITC-Tn7 peptide from fibrin DD(E); 0% = median of compound wells per plate; inhibition, % at 8.3 µM; actives 0.13% (n = 370,000);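 active means inhibition above the mean of compounds falling within the control limits plus 3 SD of them, cut at about 14% in these data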;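 further: 0% = plate median of compound wells and 100% = 10 µM Aha-Tn7 peptide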
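Assay system: Fibrin-DD(E) protein isolated from polymerized human fibrin clots; read-out basis: percent inhibition; medium: Tris/NaCl/CaCl2 buffer, pH 7.8; signal: FP measurement; incubation: 10 min plus 3 h, room temperature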
PRMT1 inh – PRMT1 methyltransferase inhibitors, primary screen, biochemical, fluorescence polarization | inhibition, % at 2.79 µM | recombinant PRMT1, activity-based probe fluorescence polarization | actives 1.3% (n = 370,000);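 active means inhibition above about 21% made by adding two undisclosed values, limit read from the data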
Target sequence (Q99873 whole entry, looked up): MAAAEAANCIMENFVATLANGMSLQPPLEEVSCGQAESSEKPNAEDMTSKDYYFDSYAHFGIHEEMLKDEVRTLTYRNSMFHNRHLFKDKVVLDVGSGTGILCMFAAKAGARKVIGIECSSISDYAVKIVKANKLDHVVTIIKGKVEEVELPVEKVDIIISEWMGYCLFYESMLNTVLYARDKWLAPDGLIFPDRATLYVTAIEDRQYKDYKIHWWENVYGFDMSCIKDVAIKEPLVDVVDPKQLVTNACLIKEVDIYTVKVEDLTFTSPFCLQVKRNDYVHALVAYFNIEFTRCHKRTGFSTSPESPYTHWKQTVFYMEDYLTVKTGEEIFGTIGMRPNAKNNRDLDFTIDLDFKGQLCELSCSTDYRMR
PG9 binder – binders of HIV-1 gp120 antibody PG9, primary screen, biochemical, TR-FRET; HIV-1 gp120 / PG9 antibody interaction; TR-FRET gp120-PG9 antibody binding; inhibition, % at 6.7 µM; actives 0.43% (n = 360,000); in the data active means inhibition above about 8.5%
LEDGF integ inh – blockers of LEDGF/p75-dependent integrase strand transfer – biochemical, TR-FRET, high throughput, primary screen. inhibition, % at 3.7 µM. actives 0.64% (n = 370,000). HIV-1 integrase (with human LEDGF/p75). TR-FRET IN-LEDGF/p75 DNA integration, Eu/Cy5;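 active means inhibition above the screen-wide mean plus 3 SD, cut at about 13% in these data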;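 further: signal is the Cy5 over europium emission ratio at 671 and 618 nm; 0% = plate median of compound wells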
UHRF1 binding – UHRF1 methylated DNA binding inhibitors, primary screen, counter-screen for MBD2 inhibitor project, biochemical, TR-FRET, human UHRF1, single concentration | E3 ubiquitin-protein ligase UHRF1 (Homo sapiens), Q96T88 | UHRF1 binding to methylated oligo | inhibition, % at 4.4 µM | actives 0.75% (n = 370,000) | AID 687016, 2013; in the data active means inhibition above about 21%;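 further: UHRF1 SRA domain binding a hemimethylated CpG hairpin DNA probe; 0% = median of test compound wells and 100% = reference inhibitor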
HTRA1 inhibitor – HTRA1 serine protease inhibitors, primary screen, biochemical, fluorescence polarization, HTS | recombinant HTRA1, FP-rhodamine activity-based probe | inhibition, % at 5.96 µM | actives 0.5% (n = 340,000) | AID 504803, 2011; in the data active means inhibition above about 36%;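 further: 0% = enzyme with DMSO and 100% = wells lacking enzyme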
TCR-CD3 inh – inhibitors of human TCR-CD3 interaction, primary screen, biochemical, fluorescence, TAMRA-labeled TCR probe | T-cell receptor (TCR) | inhibition, % at 9.4 µM | actives 0.37% (n = 360,000) | AID 651800, 2012; in the data active means inhibition above about 19%;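 further: recombinant mutant TCR 2C K166C tagged with TAMRA read by polarization; 0% = receptor in buffer alone and 100% = receptor with positive control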
TDP2 absorb – human TDP2 enzyme inhibitors, primary screen, biochemical, epi absorbance, recombinant enzyme | T5PNP hydrolysis, p-nitrophenol absorbance 415 nm | Tyrosyl-DNA phosphodiesterase 2 (Homo sapiens), O95551 | inhibition, % at 12.8 µM | actives 0.34% (n = 370,000);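 active means inhibition above the mean of all tested compounds plus 3 SD, set per campaign, cut at about 25% in these data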;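 further: 0% = DMSO with enzyme and 100% = buffer with substrate but no TDP2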
Target sequence (O95551 whole entry, looked up): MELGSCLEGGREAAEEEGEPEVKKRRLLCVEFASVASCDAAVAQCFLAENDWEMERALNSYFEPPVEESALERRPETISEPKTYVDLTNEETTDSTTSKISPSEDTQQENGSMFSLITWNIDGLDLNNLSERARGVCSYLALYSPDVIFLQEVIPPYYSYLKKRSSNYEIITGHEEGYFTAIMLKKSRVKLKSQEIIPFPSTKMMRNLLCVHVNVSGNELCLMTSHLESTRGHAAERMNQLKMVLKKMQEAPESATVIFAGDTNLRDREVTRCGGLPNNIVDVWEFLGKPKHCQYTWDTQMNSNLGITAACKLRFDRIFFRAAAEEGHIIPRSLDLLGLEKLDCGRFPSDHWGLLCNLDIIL
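Test system: Human TDP2 enzyme | Reagent: 5 mM T5PNP | Compound dosing: 12.8 µM single point, 1% DMSO | Incubation: Enzyme reaction with compound for 2 h at 37 °C | Technique: p-Nitrophenol epi absorbance | Read-out: % inhibition relative to enzyme-containing and enzyme-free wells | Benchmarks: High control without enzyme, low control DMSO plus TDP2 | Replicates: Singlicate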
mABHD4 FP – ABHD4 inhibitors, primary screen, biochemical, fluorescence polarization, mouse. (Lyso)-N-acylphosphatidylethanolamine lipase (Mus musculus), Q8VD66. purified mABHD4, FP-Rh probe fluorescence polarization. inhibition, % at 8.92 µM. actives 0.54% (n = 370,000). AID 720543, 2013;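 active means inhibition exceeding the mean over every tested compound plus 3 SD, cut at about 30% in these data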;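 further: 0% = plate median of compound wells and 100% = S159A mutant with DMSO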
Target sequence (Q8VD66 whole entry, looked up): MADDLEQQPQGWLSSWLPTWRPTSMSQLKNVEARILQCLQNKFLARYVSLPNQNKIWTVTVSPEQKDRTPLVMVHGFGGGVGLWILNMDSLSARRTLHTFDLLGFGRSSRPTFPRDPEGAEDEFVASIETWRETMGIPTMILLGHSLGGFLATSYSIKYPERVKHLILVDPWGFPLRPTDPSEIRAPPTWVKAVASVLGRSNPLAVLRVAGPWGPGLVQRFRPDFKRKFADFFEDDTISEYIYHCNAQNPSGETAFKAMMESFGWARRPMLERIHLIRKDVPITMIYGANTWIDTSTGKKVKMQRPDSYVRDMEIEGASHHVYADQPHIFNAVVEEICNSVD
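Assay system: wild-type mouse ABHD4 protein; compound: single nominal dose of 8.92 µM, 0.89% DMSO final; schedule: 45 min + 60 min at 25 °C; measured by: FP readout, ex 525 nm / em 598 nm; evaluation: % inhibition of FP-Rh probe binding versus controls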
* hit, by the source's call; . = not tested or not shown.

Results follow in this order: SIAE inh	Tn7 DDE FP	PRMT1 inh	PG9 binder	LEDGF integ inh	UHRF1 binding	HTRA1 inhibitor	TCR-CD3 inh	TDP2 absorb	mABHD4 FP
1	COc1ccc(S(=O)(=O)N2CCOCC2)c2ccccc12
  -3	-4	-4	-2.2	1	-1	5	-1	-9	-8
2	C[C@@H](CN=[N+]=[N-])CN1CC[C@H](NC(=O)OCc2ccccc2)CCC1=O
  -3	0	-4	-0.2	-3	0	0	-2	-7	3
3	Cc1ccc(Cl)cc1NC(=O)Cn1c(C)csc1=O
  23*	3	3	1.5	-2	1	2	1	-1	6
4	COc1ccc(C2/C(=C(/O)c3ccccc3)C(=O)C(=O)N2CO)cc1 (centres undefined)
  2	1	2	-2.5	-2	-7	-2	5	13	6
5	CCOc1cc(CN2CCCC(CO)(Cc3ccc(F)cc3F)C2)ccc1OC (centres undefined)
  -1	3	5	-1.5	-1	0	6	-1	6	4
6	COc1cc(Cl)c(C)cc1NC(=O)CSc1nnc(-c2ccco2)n1CC(C)C
  -4	-4	4	-0.7	3	0	-31	7	-9	5
7	Cc1cccc(CN2CCN(C3CN(Cc4cn(Cc5cccc(C(F)(F)F)c5)nn4)S(=O)(=O)C3)CC2)c1 (centres undefined)
  5	2	-2	-0.3	3	18	.	6	8	-5
8	Cc1ccc2nc(Cl)cc(=O)n2c1
  10	1	6	2.4	-3	2	4	-2	4	9
9	Cc1cc2cc(CCNC(=O)CC(C)(C)C)c(=O)[nH]c2cc1C
  -1	3	-1	-0.3	-8	20	-2	-2	-3	2
10	O=C1NCCN/C1=C\C(=O)c1ccc(F)cc1
  4	2	-3	-2.0	4	-4	4	3	4	-2
11	COc1ccc(-n2cc(-c3ccc(OC(F)F)cc3)[n+]3c2CCCCC3)cc1
  0	5	0	-0.2	-1	-2	-1	3	13	2
12	COc1cccc(/C=C/C(=O)OCC(=O)NC2CC2)c1OC
  3	1	-1	0.2	4	-1	5	-3	7	0
13	Cc1nnc(SCC(=O)Nc2nccs2)n1C(C)C
  -5	-7	-7	-1.4	1	-3	7	8	-5	3
14	Cc1nn(-c2ccccc2)c2sc(C(=O)O)cc12
  -1	-5	4	-1.1	1	7	1	2	-11	-10
15	CC(=O)c1cccc(NC(=O)CCc2nnc3ccc(NCc4ccc5c(c4)OCO5)nn23)c1
  1	-1	2	19*	1	7	-1	-5	6	4
16	C#CCOc1ccc(CNC[C@H]2O[C@@H](n3ccc(=O)[nH]c3=O)[C@H](O)[C@@H]2O)cc1
  3	-5	0	2.2	6	-1	.	-1	4	-4
17	O=c1cc(-c2ccccc2)oc2ccc(O)cc12
  -2	1	1	0.9	-2	-13	-3	-6	13	-1
18	COc1cc(OC)cc(C(=O)NC2CC3CCC(C2)N3Cc2ccco2)c1 (centres undefined)
  -4	-5	-1	-1.6	-2	-2	0	0	3	4
19	c1coc(-c2nc3c([nH]2)CCc2nonc2-3)c1
  -5	3	72*	-3.6	12	9	2	17	3	12
20	CCc1cc2c(nc1CC)CCCN2S(=O)(=O)c1ccccc1C
  3	-1	4	-0.2	0	-1	.	2	2	0

Looked up by structure from the entries so far, 3 records:
Results follow in this order: SIAE inh	Tn7 DDE FP	PRMT1 inh	PG9 binder	LEDGF integ inh	UHRF1 binding	HTRA1 inhibitor	TCR-CD3 inh	TDP2 absorb	mABHD4 FP
2	C[C@@H](CN=[N+]=[N-])CN1CC[C@H](NC(=O)OCc2ccccc2)CCC1=O
  -3	0	-4	-0.2	-3	0	0	-2	-7	3
15	CC(=O)c1cccc(NC(=O)CCc2nnc3ccc(NCc4ccc5c(c4)OCO5)nn23)c1
  1	-1	2	19*	1	7	-1	-5	6	4
5	CCOc1cc(CN2CCCC(CO)(Cc3ccc(F)cc3F)C2)ccc1OC (centres undefined)
  -1	3	5	-1.5	-1	0	6	-1	6	4

New compounds follow
Results follow in this order: SIAE inh	Tn7 DDE FP	PRMT1 inh	PG9 binder	LEDGF integ inh	UHRF1 binding	HTRA1 inhibitor	TCR-CD3 inh	TDP2 absorb	mABHD4 FP
21	C/C(=N/NC(=O)c1ccc(Br)s1)c1cccnc1
  4	-3	0	-1.6	4	1	-13	3	-14	-8
22	CCOC(=O)C1(Cc2ccccc2Cl)CCN(Cc2csc(C(C)=O)c2)CC1
  -6	1	7	-0.8	-1	6	-14	-5	-3	-8
23	CCNc1ccc(C(=O)OCC)cc1NC(=O)c1cccc(S(=O)(=O)N(C)c2ccccc2)c1
  2	-2	2	0.2	3	1	-12	3	-3	-11
24	CCCCn1cnc2cc(NCc3ccncc3)ccc21
  15	1	-1	-2.6	-1	-2	8	4	1	8
25	Cc1nc(N)nc(N/N=C/c2c(F)cccc2Cl)n1
  0	0	2	-1.4	-5	-3	4	1	-2	-2
26	O=c1oc2ccccc2cc1-c1csc(NN=C2CCCC2)n1
  6	2	5	-1.8	4	-4	-5	-4	-5	14
27	Cc1ccc(N2CC(C(=O)Nc3nc4ccc(S(C)(=O)=O)cc4s3)CC2=O)cc1 (centres undefined)
  4	-6	4	-1.3	4	-1	0	9	-5	5
28	CC(C)(C)C1CCNC(=O)CC1 (centres undefined)
  -1	1	1	-1.4	1	8	8	-6	2	6
29	FC(F)(F)c1ccccc1Cc1c(-c2cccc(Cl)c2)nc2c3ccccc3ccn12
  -10	6	-1	-1.5	6	1	.	-12	-3	-4
30	Cc1ccc(NC(=O)CCCC2CCCCC2)c(O)c1
  3	6	2	-0.3	-1	-1	-17	2	7	-4
31	CCOCCCNC(=O)c1cc2c(=O)n3cccc(C)c3nc2s1
  -7	4	0	-1.6	-2	0	-7	3	-4	-3
32	CC(=O)O[C@]1(C(C)=O)CC[C@H]2[C@@H]3C=C(C)C4=CC(=O)CC[C@@H]4[C@H]3CC[C@@]21C
  7	0	-1	-3.5	1	-2	2	0	3	5
33	CCCCn1cc(S(=O)(=O)c2ccccc2)c(=O)c2cc(C)ccc21
  -4	5	-2	-1.4	1	0	-3	6	10	5
34	O=C(COc1ccc(F)cc1)NCC1CCCO1 (centres undefined)
  -4	5	2	-0.2	-4	3	4	1	-4	1
35	COc1ccc(C(CC(=O)c2ccc(C)cc2)Nc2ccc([N+](=O)[O-])cc2)cc1 (centres undefined)
  -22	-3	-2	0.3	-1	-2	-65	8	-4	-23
36	CC(=O)c1cc2c(cc1NC(=O)Cn1nc(-c3ccc(C)cc3)ccc1=O)OCO2
  -10	3	-1	-0.1	2	-2	-7	0	6	2
37	COc1ccc(C(c2nnnn2C2CCCC2)N2CCN(C3CCCC3)CC2)cc1OC (centres undefined)
  1	-4	0	-0.7	-1	3	-1	-1	-10	4
38	Cc1cccc(S(=O)(=O)c2c(N)n(/N=C/c3ccccc3)c3nc4ccccc4nc23)c1
  -10	5	-1	-0.2	0	0	-5	8	12	3
39	CCC(=O)Nc1cccc(C(=O)/C=C/c2cc(Br)ccc2OC)c1
  -24	-7	-1	-0.8	-1	-3	-34	3	11	-29
40	O=C(CCc1c[nH]c2ccccc12)NCc1cccc(Cl)c1
  3	9	2	-0.5	2	-2	2	-7	8	-9
41	O=C(Nc1ccccc1C(=O)O)c1cccc(NC(=O)c2ccccc2Cl)c1
  -16	-4	1	-1.6	1	-1	-15	11	10	-11
42	COc1cccc(CCC(=O)N2CCC(n3nccc3NC(=O)CC(C)C)CC2)c1
  -4	0	-2	-1.2	1	-2	4	-3	21	2
43	O=C(O)CC1CCC(=C(Cl)Cl)C1 (centres undefined)
  -4	5	4	-0.7	-1	1	-1	-3	1	8
44	Cc1ccc(NC(=S)N2CCC(N(C)CC3CCCO3)CC2)c(C)c1 (centres undefined)
  3	-1	0	-0.7	-1	-2	3	5	11	4
45	O=C(Nc1ccccc1F)C(c1ccccc1)c1ccccc1
  -3	-9	-2	-3.1	-1	9	-10	1	-17	-6
46	COc1ccccc1C(=O)ON=C1c2ccccc2-c2ccccc21
  -19	-8	2	-1.1	2	0	-54	12	-10	-25
47	FCCCOc1ccc(-c2nccc(-c3ccc(F)cc3)n2)cc1
  -1	0	-1	-1.6	-1	3	-30	-1	1	-16
48	CO/N=C/NC(=O)c1cn(-c2ccc(F)cc2)c(=O)c2ccccc12
  -4	3	-5	0.3	-1	2	-1	0	3	5
49	COc1ccccc1NS(=O)(=O)c1ccc(N/N=C/c2c(C)nn(-c3ccccc3)c2N2CCCC2)c([N+](=O)[O-])c1
  -3	-3	-3	0.9	0	-2	12	0	-5	4
50	Cc1ccc(-c2nn3c(C)nnc3s2)cc1NCc1c(F)cccc1Cl
  9	5	6	-0.8	5	-3	-19	-5	-11	-2
51	CC(C)(C)n1nnnc1C(c1cccnc1)N(Cc1ccccc1)Cc1ccco1 (centres undefined)
  1	2	2	1.9	1	0	-10	3	3	4
52	O=C(NNc1ccccc1[N+](=O)[O-])Nc1ccc(Cl)c(Cl)c1
  -18	6	6	-0.8	-3	1	-23	-3	-15	-21
53	CC(=O)c1ccc(S(=O)(=O)N2CCN(C(=O)c3cccc(S(=O)(=O)N4CC(C)OC(C)C4)c3)CC2)cc1 (centres undefined)
  3	-7	-2	-0.4	3	-1	-1	-6	-12	-2
54	COC(=O)[C@]12CCCCC=C1N(Cc1ccco1)C(=O)[C@H](CC(=O)NCc1ccc(OC)c(OC)c1)C2
  -4	5	1	-0.1	-3	-2	.	-8	12	-1
55	O=C(CN1C(=O)NC2(CCCCCC2)C1=O)Nc1ccc(S(=O)(=O)N2CCOCC2)cc1
  3	-4	0	-2.4	1	3	-1	-5	3	2
56	Cn1c(=O)c2c(nc(N3CCOCC3)n2Cc2c(F)cccc2Cl)n(C)c1=O
  4	10	-4	-0.8	-1	1	5	-2	5	1
57	OC1(c2ccccc2F)CCN(Cc2nnnn2Cc2ccc(F)cc2)CC1
  6	4	-3	-0.9	-1	-2	-2	0	-1	-2
58	O=C(O)CCCn1cc(NC(=O)c2ccc(Br)o2)cn1
  -8	1	8	-0.2	-6	10	2	-2	-9	-10
59	CC(C)OC(=O)N(C)C[C@@H]1OCc2cn(nn2)CCCC(=O)N([C@@H](C)CO)C[C@H]1C
  -2	1	-3	-1.1	3	-2	2	5	-4	-3

Some values from above:
`O=C(O)CCCn1cc(NC(=O)c2ccc(Br)o2)cn1` in HTRA1 inhibitor shows 2
`CC(C)(C)n1nnnc1C(c1cccnc1)N(Cc1ccccc1)Cc1ccco1` (centres undefined) in UHRF1 binding shows 0

Source: PubChem
